# SNCA viab count = GF-AFC viability counterscreen for inhibitors of alpha-synuclein gene (SNCA) expression; HEK-293-SNCA-luc viability, GF-AFC fluorescence, 24 h; Potency, µM (top dose mostly 57.1 µM), for inactives: top-dose activity change, negative = cytotoxicity, most hits filed as cytotoxic; actives 0.12% (n = 150,000); AID 1671193, 2021;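 further: potency means the concentration at half of the fitted maximal effect; 0% = DMSO-treated cells and -100% = medium-only wells without cells; nearly all actives have a fitted effect of over 30% in size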
#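 HEK-293-SNCA-luc cells (1500/well) plated 24 h, then exposed 24 h to a dilution series; GF-AFC added 30 min at 37C, fluorescence 405/540 nm; normalised to medium-only and DMSO wells, Hill fit.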
# SNCA expr inhib = Primary qHTS assay for inhibitors of alpha-synuclein gene (SNCA) expression. HEK-293 SNCA-luciferase knock-in, luminescence, 24 h. Potency, µM (series often up to 57.2 µM), without a hit: top-dose activity change, negative = inhibition, hits mostly inhibitors. actives 0.17% (n = 140,000);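 further: potency means the concentration at half of the fitted maximal effect; plate controls were DMSO cells for no effect and cell-free wells for full effect; nearly all actives have a fitted effect of over 45% in size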
# Luciferase inh = Firefly luciferase inhibition profiling of diverse chemical library using quantitative high-throughput screening; Luciferin 4-monooxygenase (Photinus pyralis), P08659; purified P. pyralis luciferase, luminescence, biochemical; Potency, µM (series often up to 115 µM), inactives show at the top dose activity change, negative = inhibition, hits mostly inhibitors; actives 2.5% (n = 76,000); AID 1347043, 2019; further: potency means the concentration at half of the fitted maximal effect; nearly all actives have a fitted effect of over 65% in size
#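 Cell-free enzyme assay, 10nM P. pyralis luciferase, luciferin and ATP each at 10uM. Inhibition profiled over a 6-point titration, read as luminescence.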
# HEK cytotox = Cytotoxic Profiling in HEK 293 Cell Line of Diverse Libraries Using Quantitative High-Throughput Screening | HEK 293 viability, ATP luminescence (CellTiter-Glo), 48-72 h | Potency, µM (top dose mostly 115 µM), for inactives: at the top dose activity change, negative = cytotoxicity, most hits filed as inhibitors | actives 6.6% (n = 94,000) | AID 1345083, 2018; further: potency means the concentration at half of the fitted maximal effect; nearly all actives have a fitted effect of over 60% in size
#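 HEK 293 cells seeded at 250 cells/well were exposed to compound for 48 or 72 hr at 37 degree Celsius. Viability taken as ATP content by CellTiter-Glo luminescence.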
# IP6K1 inhibitor = Primary qHTS assay for small molecule inhibitors of Inositol hexaphosphate kinase 1 (IP6K1) | IP6K1 kinase, ADP-Glo luminescence, 2 h; hits give low values | activity change, % (series mostly up to about 58 µM) | actives 0.81% (n = 140,000); in the data active means activity change below about -25%
# Target sequence (Q92551 whole entry, looked up): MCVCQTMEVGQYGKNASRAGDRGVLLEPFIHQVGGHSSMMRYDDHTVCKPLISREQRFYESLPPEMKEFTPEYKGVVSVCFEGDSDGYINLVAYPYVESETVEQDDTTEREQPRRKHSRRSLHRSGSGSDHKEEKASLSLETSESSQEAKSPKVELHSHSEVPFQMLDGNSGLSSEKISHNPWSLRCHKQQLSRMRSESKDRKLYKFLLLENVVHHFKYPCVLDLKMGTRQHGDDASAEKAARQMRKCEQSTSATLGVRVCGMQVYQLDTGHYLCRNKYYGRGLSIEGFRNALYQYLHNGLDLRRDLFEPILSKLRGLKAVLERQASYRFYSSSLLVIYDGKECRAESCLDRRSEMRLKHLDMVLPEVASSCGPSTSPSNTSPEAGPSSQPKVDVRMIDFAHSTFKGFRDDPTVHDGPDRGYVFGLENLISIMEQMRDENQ
#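 ADP-Glo luminescence measures ADP made by human IP6K1 during a 2 h RT reaction with ATP/IP6 (mix at 1.3 mM/130 uM); top library doses 57.5 and 19.1 uM final.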
# GPT2 inhibitor = Primary qHTS assay for inhibitors of Glutamate pyruvate transaminase 2 (GPT2) | Alanine aminotransferase 2 (Homo sapiens), Q8TD30 | Potency, µM (titrated, usually from 57.7 µM), inactives show top-dose activity change, negative = inhibition, usual class: inhibitors | actives 0.25% (n = 100,000) | AID 1671188, 2021 | Recombinant GPT2, coupled pyruvate oxidase/HRP Amplex Red fluorescence; further: potency means the concentration at half of the fitted maximal effect; nearly all actives have a fitted effect of over 60% in size; many of its hits are not listed in these tables
# Target sequence (Q8TD30 whole entry, looked up): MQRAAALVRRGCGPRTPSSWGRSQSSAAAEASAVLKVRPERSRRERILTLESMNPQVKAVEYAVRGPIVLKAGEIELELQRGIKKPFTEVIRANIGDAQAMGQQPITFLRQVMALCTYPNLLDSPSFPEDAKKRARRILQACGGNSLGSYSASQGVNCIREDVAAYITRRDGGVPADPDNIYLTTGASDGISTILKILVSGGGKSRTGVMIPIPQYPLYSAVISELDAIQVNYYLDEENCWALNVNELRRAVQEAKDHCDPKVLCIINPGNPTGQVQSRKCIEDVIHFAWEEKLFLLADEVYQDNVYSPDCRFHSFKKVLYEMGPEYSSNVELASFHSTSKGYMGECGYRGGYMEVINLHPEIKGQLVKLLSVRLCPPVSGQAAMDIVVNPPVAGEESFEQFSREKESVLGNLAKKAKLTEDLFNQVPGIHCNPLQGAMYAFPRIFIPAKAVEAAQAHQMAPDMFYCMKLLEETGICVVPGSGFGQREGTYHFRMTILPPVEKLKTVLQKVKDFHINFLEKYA
#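 Fluorescence read-out: pyruvate from GPT2 turnover coupled to pyruvate oxidase, HRP and Amplex Red (0.2mM ThPP, 0.2U/mL PO and HRP, 50uM Amplex final). Substrates 250uM a-KG, 2mM L-alanine; enzyme 10ng/uL; 30 min RT.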
# 3T3 cytotox = Cytotoxic Profiling in NIH 3T3 Cell Line of Diverse Libraries Using Quantitative High-Throughput Screening; NIH 3T3 viability, CellTiter-Glo ATP luminescence, 48-72 h; Potency, µM (highest dose often 96.7 µM), for inactives: at the top dose activity change, negative = cytotoxicity, most hits filed as inhibitors; actives 4.3% (n = 94,000); further: potency means the concentration at half of the fitted maximal effect; nearly all actives have a fitted effect of over 55% in size
#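 NIH 3T3 cells at 400 cells/well received 23 nL of compound by pintool and were incubated 48 or 72 h at 37 °C. Viability was read as ATP-coupled CellTiter-Glo luminescence.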
# * = called active by the depositor; i = inactive; ? = inconclusive; · = not tested or not shown; [ ] = remark or other dose. Unless noted, the call rests on the fitted dose curve; in most records, active means well fitted curve in the direction sought with a large enough effect; inconclusive means small, poorly fitted or top-dose-only effect, or another doubt; inactive means no such curve, though single readings can be large; an effect the other way counts as inactive or inconclusive. Unless noted, on the % scale 0 is the no-effect control and ±100 the full control effect. Some of the compounds tested, so the mix of outcomes need not match the whole.
# Fields: IP6K1 inhibitor | HEK cytotox | SNCA expr inhib | GPT2 inhibitor | SNCA viab count | Luciferase inh | 3T3 cytotox
> O=C(c1cn(-c2ccccc2)nn1)N1CCOC(c2ccc(F)cc2)C1 (stereo not drawn)
    0.4 | ? | 42.3%[activator] | -3.0% | 1.2% | -4.9% | ?
> C#CCNC(=O)C[C@@H]1C[C@@H](C(C)C)[C@H](CNS(C)(=O)=O)C=C1C
    -3.8 | -5.4%[172 µM] | -16.3%[87.6 µM] | i | -0.3%[87.6 µM] | -2.3%[172 µM] | -22.3%[174 µM]
> COc1ccc(Nc2ccnc(N3CCC(NC(=O)Cc4cccc(Cl)c4)CC3)n2)cc1
    5.5 | 25.1µM* | -15.5% | -19.5% | ? | · | 20µM*
> O=C(C1CCCN1C(=O)Nc1ccc(Cl)cc1)N1CCC(c2nc3ccncc3[nH]2)C1 (stereo not drawn)
    0.5 | -28.2% | -3.3% | i | -8.3% | · | ?
> CN(Cc1cc(-c2cccs2)n[nH]1)C(=O)c1cn(CCN)nn1
    -3.6 | -6.9% | 11.4% | -4.2% | -6.2% | 1.0% | -4.7%
> COc1ccc(-c2noc(-c3cccn3CC(=O)NC(C)C)n2)cc1F
    21.2 | ? | 86.7%[activator] | 4.3% | 10.4% | 0.1% | -22.4%
> CC(C)c1nc2c(c(-c3ccc(O)cc3)n1)CCN(C(=O)C(C)(C)C)CC2
    8.8 | ? | 10.6% | i | -0.5% | · | ?
> O=C(c1ccc(Cl)cc1)N1CC2(CCCN2Cc2cc(F)c(F)c(F)c2)Cc2ccccc21 (stereo not drawn)
    -1.9 | ? | -29.6% | -14.0% | -11.7% | · | ?
> Cc1ccc(CCNS(=O)(=O)c2ccc3c(c2)C(C(C)C)C(=O)N3)cc1 (stereo not drawn)
    22.0 | · | -1.0% | · | 12.2% | · | ·
> O=C(NCc1ccccc1)NC[C@H]1O[C@@H]2C[C@@H](CC(=O)N3CCOCC3)O[C@@H]2[C@@H]1O
    -10.1 | i | 32.5%[activator][87.6 µM] | 2.9%[88.5 µM] | 4.7%[87.6 µM] | 7.8%[172 µM] | i
> CCOc1ccc2c(n1)CCN(C(=O)CC1CCCC1)C2
    -13.5 | ? | -11.3% | 1.2% | 2.1%[12.5 µM] | -26.8% | ?
> O=C1CC(c2ccccc2)N(Cc2cn[nH]c2-c2ccc(F)cc2)CCCCCN1 (stereo not drawn)
    -4.0 | ? | -5.7% | i | -15.3% | 2.4% | 39.8µM*
> CCOc1ccc(C(=O)Nc2cccc(NC(=O)c3ccc(Cl)cc3Cl)c2)cc1
    22.2 | · | 28.5% | · | -7.0% | · | ·
> Cc1nc(N2CCC(NCCc3cccnc3)CC2)c2ccsc2n1
    33.4 | ? | 8.3% | i[11.5 µM] | -8.8% | 10.9% | -21.3%
> CCN1CCC(CC(=O)N2CCC3(CC2)NCCc2c3[nH]c3ccccc23)CC1
    14.2 | ? | 34.2%[activator] | i | 3.1%[12.5 µM] | -4.2% | ?
> O=C(NCCc1ccncc1)c1cccnc1OC1CCNCC1
    11.7 | -2.9% | 116.6%[activator] | i | 5.0% | -17.8% | i
> Cc1ccc(-n2nc3c(=O)n(C(C)C(=O)NCc4ccco4)nc(C)c3c2C)cc1 (stereo not drawn)
    4.1 | · | -14.1% | · | 2.6% | · | ·
> O=C(COc1ccccc1)N1CCc2c(n(Cc3cccnc3)n(CCc3ccccc3)c2=O)C1
    -5.8 | -31.7% | 17.4% | i | -0.8% | -9.2% | 35.5µM*
> CCOC(=O)c1c(C)oc2nc(C)nc(NCCCN3CCN(c4cc(Cl)ccc4C)CC3)c12
    -0.5 | · | 8.7% | · | -2.0% | · | ·
> COc1ccccc1NC(=O)Cc1cccn1-c1ccc(Cl)cc1
    6.7 | ? | -5.3% | i | -2.3% | 5.4% | ?
> CCNC(=O)N[C@@H]1C=C[C@@H](c2c(C)nn(-c3ccc(C(F)(F)F)cc3)c2C)C1
    -13.6 | 22.4µM* | -44.9%[87.6 µM] | -25.5%[88.5 µM] | ? | 1.58µM* | ?
> CC(=O)c1cccc(NC(=O)c2oc3c(c2C)-c2nn(Cc4ccc(Cl)cc4)cc2CC3)c1
    -11.6 | · | -1.3% | · | -2.8% | · | ·
> Cc1cc(N2CCCN(Cc3cnn4c(C)cc(C)nc34)CC2)ccn1
    -0.5 | 2.6% | 5.2% | -10.1% | -14.6% | 1.4% | 1.5%
> Cc1ccccc1CNC(=O)c1ccc2nc(SCc3ccc(F)cc3)n(C)c2c1
    -9.1 | · | 23.2% | · | 14.0% | · | ·
> COC(=O)c1nnn(CC(=O)NC(=O)Nc2cccc(C)c2C)c1C(=O)OC
    -0.4 | · | -14.2% | · | 16.8% | · | ·
> Cc1nn(-c2ccccc2)c2c1C(C(C)C)N(C1CCCN([S+](=O)([O-])c3cccs3)C1)C2=O (stereo not drawn)
    5.0 | ? | · | · | · | · | -19.8%
> CSc1ccc(CNC(=O)Cn2c(-c3cccs3)cc3cc(F)ccc32)cc1
    -1.7 | · | 3.2% | · | 0.5% | · | ·
> O=C(c1ccccc1)N1CCC(Oc2ccccc2)C1 (stereo not drawn)
    7.7 | -3.5% | 1.2% | i | 3.2% | -4.4% | -24.8%
> CCN(CC)C(=O)N1CCC(N2CC(OCCOC)C23CCCCC3)CC1 (stereo not drawn)
    3.0 | -28.9% | 5.3% | 1.1% | -21.1% | 5.8% | -8.5%
> Cc1cccc(N2C(=O)CCSC23C(=O)N(Cc2ccc(F)cc2)c2ccccc23)c1 (stereo not drawn)
    -21.6 | · | ? | · | ? | · | ·
> CC1(C)CC2C=C(C(=O)O)C3COC(=O)C(O)(CO)C23C1 (stereo not drawn)
    5.8 | · | · | 1.4% | -1.5% | · | ·
> O=C(NCC1CC1)C1CCN(C(=O)c2ccc(-c3cccs3)cc2)CC1
    -10.3 | ? | · | · | · | · | ?
> Cc1ccccc1CN1C(=O)c2ccccc2S(=O)(=O)c2ccc(C(=O)OCC3CCCO3)cc21 (stereo not drawn)
    -1.0 | · | 7.9% | · | -13.4% | · | ·
> Cc1ccc(C(=O)NC(C(=O)N2CCCC2)C2CCN(C(=O)c3ccc4c(c3)OCO4)CC2)cc1 (stereo not drawn)
    -7.8 | -26.9% | 4.5% | ? | -5.4% | -8.7% | -21.2%
> C=C(C)[C@@H]1CC[C@]2(C(=O)O)CC[C@]3(C)C(CCC4[C@@]5(C)C[C@@H](O)[C@H](O)C(C)(C)C5CC[C@]43C)C12 (stereo partly drawn)
    16.6 | · | · | i | -11.3%[23.9 µM] | · | ·
> O=C(NCc1ccccc1F)C1CCN(C(=O)c2ccc(-c3cncnc3)cc2)CC1
    3.7 | ? | -3.3% | i | 5.6% | · | ?
> COc1cccc(C(=O)NCC2(COc3cccc(C)n3)C[C@@H](O)[C@@H](O)C2)c1 (stereo partly drawn)
    12.7 | -6.8%[172 µM] | -11.4%[87.6 µM] | 3.1%[88.5 µM] | -12.4%[87.6 µM] | 15.2%[172 µM] | -3.0%[138 µM]
> O=C(Cn1c(=O)c2cccn2c2ccccc21)NCCc1ccccc1
    1.9 | · | 0.2% | · | -5.9% | · | ·
> Cc1nn(-c2ccccc2)c2c1N(CC(=O)N1CCN(c3cccc(Cl)c3)CC1)C(=O)CS2
    -1.6 | · | -3.5% | · | 9.5% | · | ·
> Cc1onc(-c2ccccc2Cl)c1C(=O)Oc1ccc(Cl)cc1Cl
    8.3 | · | 12.2% | · | -0.8% | · | ·
> CN(C(=O)c1ccc2oc(CCc3ccccc3)nc2c1)C1CCOC1 (stereo not drawn)
    -2.4 | ? | 120.7%[activator] | 3.3% | 2.4% | ? | -34.5%
> COC(=O)CC[C@H]1CNC(=O)[C@@H]2[C@@H](CCN2C(=O)NC(C)C)N1C
    -1.8 | i | 4.9%[87.6 µM] | i | 4.5%[87.6 µM] | -2.8%[172 µM] | 1.6%[138 µM]
> Cc1cccc(NC(=O)C2CCN(c3cnccn3)CC2)c1
    -0.7 | · | 10.6% | · | 3.5% | · | ·
> Cc1oc(-c2ccccc2F)nc1CN1CCC(C(=O)NCCc2ccc(Cl)cc2)CC1
    22.4 | · | -10.2% | · | -4.5% | · | ·
> COCCN1C(=O)[C@H]2CN(Cc3ccc(F)c(Br)c3)C[C@H]2C1=O
    8.1 | -4.4% | ? | 1.4% | -15.0% | -6.6% | -5.7%
> CCCN1C(=O)CCc2cc(NC(=O)c3ccc(C)cc3)ccc21
    8.2 | ? | 11.1% | -8.6% | -19.9% | 31.6µM* | ?
> Brc1ccccc1-c1ccccc1
    30.1 | · | 65.9% | ? | 7.0% | · | ·
> CN(Cc1cccc(N2CCN(Cc3c(Cl)ccc(Cl)c3Cl)CC2)c1)[S+](C)(=O)[O-]
    -0.8 | ? | · | · | · | · | ?
> Cc1nn(C)c(C)c1S(=O)(=O)N1CCCCCCn2c(nnc2-c2ccc(F)cc2)CC1
    -1.1 | -24.0% | 33.8%[activator] | ? | 4.5% | -4.7% | -24.6%
> CN(C)c1ccc(CC(=O)N2CCn3nc(Cc4ccccc4)cc3C2)cc1
    -16.7 | ? | -25.2% | i | -1.6% | 8.1% | -24.6%
> CC(C)(C)CN1CCOC[C@H]1c1ncc(-c2ccc(C(F)(F)F)cc2)[nH]1
    3.4 | 70.8µM* | 5.9%[87.6 µM] | 2.1%[88.5 µM] | -11.2%[87.6 µM] | 1.1%[172 µM] | 79.4µM*
> COc1cc(=C2C=c3ccccc3=N2)[nH]c1=Cc1[nH]c(C)cc1C
    · | · | -18.9% | 2.6% | ? | · | ·
> COc1cc(OC)cc(-c2cc3nc(C)c(CCC(=O)NCCc4cccc(C)c4)c(C)n3n2)c1
    -20.7 | · | -34.7% | · | 12.7% | · | ·
> NCC(=O)N1Cc2ccccc2CC2(CCN(CC3CCCC3)CC2)C1
    -4.0 | ? | 29.4% | 3.2% | -25.7% | · | ?
> O=[S+]1([O-])c2cccnc2OC(Cn2cccc2)CN1CCC1=CCCCC1 (stereo not drawn)
    -0.6 | ? | · | · | · | · | ?
> C#CCNC(=O)c1cc(-c2ccc([S+](C)(=O)[O-])cc2)nc2c1cnn2C
    -5.4 | ? | 3.9% | 0.7% | -14.5% | · | -15.4%
> O=C(C1CCN(Cc2ccco2)CC1)N1CCCn2nc(CO)cc2C1
    5.0 | i | 1.2% | i | -0.4% | 7.6% | -0.7%
> Cc1ccc(CNC(=O)c2ccc(N3CC4CC(C3)[C@H]3CCCC(=O)N3C4)nc2)o1 (stereo partly drawn)
    -0.2 | 0.7% | ? | i | -1.5% | 3.6% | i
> O=C(c1ccc2c(c1)OCO2)N1CCC2(CC1)CN[S+](=O)([O-])c1ccccc1N2
    16.4 | -9.1% | ? | -2.2% | ? | -1.4% | -7.9%

# High-throughput results from PubChem.
